Source: PubChem BioAssay (several laboratories)
LYP phosphatase: inhibition of human PTPN22 tyrosine phosphatase – biochemical, DiFMUP fluorescence, recombinant catalytic domain, 10 µM, primary screen (AID 606); recombinant LYP catalytic domain, DiFMUP fluorescence; higher % means a stronger effect; inhibition, % at 10 µM; hits with a dose series show IC50 in µM; 52,000 tested, under 10 active;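 active = IC50 under 40 µM in the dose-response test; inactive = IC50 of 40 µM or more, or never dose-tested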
Spn PMK inh: S. pneumoniae PMK inhibition | purified PMK, PK/LDH-coupled NADH absorbance 340 nm | inhibition, % at 10 µM | actives 0.49% (n = 65,000) | AID 539;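 active = top-ranked compounds by inhibition in the single 10 µM screen, taking a fixed number of the strongest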;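 note: 0% = full reaction with DMSO carrier and 100% = background rate without enzyme reaction; no value below 0 was filed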
KRASV12 cytotoxicity: cytotoxicity in KRAS-transformed pancreatic duct cells, primary screen, cell-based, fluorescence, HTS (AID 431). HPDE-C7K KRASV12 cells, Alamar Blue viability, 48 h; higher % means a stronger effect. one-dose cytotoxicity, % at 10 µM; EC50 in µM for titrated hits. actives 1.7% (n = 63,000);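 active = compounds whose percent cytotoxicity in the single-dose primary screen, scaled between solvent and toxic-drug controls, exceeds 50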;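 note: 0% = DMSO solvent wells and 100% = doxorubicin-treated wells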
Bfl-1 displacement: displacement of Bid BH3 peptide from Bfl-1 – biochemical, fluorescence polarization, FITC-Bid, mouse, primary screen (AID 432); displacement, % at 20 µM; hits with a dose series show IC50 in µM; actives 0.02% (n = 64,000); FITC-Bid BH3 peptide fluorescence polarization displacement; higher % means a stronger effect; in the data active = a potency from the dose series; inactive = the rest, 99 in 100 with displacement below about 15%; note: strong numbers were not always called active
DPM-DC inhibit: S. pneumoniae DPM-DC inhibition. calls only at 10 µM. purified DPM-DC, PK/LDH coupled NADH fluorescence. actives 0.49% (n = 65,000);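 active = the 320 compounds with the highest percent inhibition in the single-dose primary screen, excluding strongly autofluorescent ones, cut at about 32% in these data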;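 note: kinetic rate of NADH fluorescence loss reporting ADP formed by the decarboxylase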
HT1080 viability: cytotoxicity in HT1080 fibrosarcoma cells, cell-based, fluorescence readout (AID 620). HT1080 viability, fluorescence; higher % means a stronger effect. cytotoxicity, % at 10 µM, or EC50 in µM where a hit was titrated. actives 0.42% (n = 87,000);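 note: cells exposed to compound overnight then 4 h with Alamar Blue; 0% = vehicle DMSO and 100% = killing control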
HPDE-C7 viability: HPDE-C7 pancreatic duct cell viability loss – fluorescence, HTS (AID 430). HPDE-C7 pancreatic duct cells viability, fluorescence; higher % means a stronger effect. cytotoxicity, % at 10 µM, or EC50 in µM where a hit was titrated. actives 1.8% (n = 63,000);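 note: cells exposed to compound for 48 hours before viability readout; 0% = vehicle and 100% = reference cytotoxic drug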
Alkaline phosphatase: human TNAP enzyme inhibitors, biochemical, luminescent (AID 518). purified TNAP enzyme, luminescent substrate readout; higher % means a stronger effect. inhibition, % at 20 µM, or IC50 in µM where a hit was titrated. actives 0.09% (n = 64,000); in the data active = a potency from the dose series; inactive = the rest, 99 in 100 with inhibition below about 22%;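 note: plate controls were vehicle for no effect and reference inhibitor for full effect; many of its hits are not listed in these tables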
MK inhibit: S. pneumoniae mevalonate kinase inhibition; purified MK, PK/LDH-coupled NADH absorbance 340 nm; inhibition, % at 10 µM; actives 0.48% (n = 65,000);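 active = ranked among the strongest by inhibition in the single 10 µM screen, a fixed top-ranked set picked for dose follow-up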; note: no value below 0 was filed
Spn PMK inh pilot replicates: recorded beside Spn PMK inh, whose call it bears; inhibition, %; measured here: pilot screen replicates
MK inhibit pilot replicates: further read-out of MK inhibit, marked with its call; inhibition, %; measured here: pilot screen replicates
DPM-DC inhibit pilot screen %: further read-out of DPM-DC inhibit, marked with its call; inhibition, %; measured here: pilot screen trials
Active calls of the source: *; i = inactive; x = no result given; + = active, no number; & = joins results of further samples; ! = not active in a repeat. Cut-off read from the data, not from the text of the source, unless noted: active = cytotoxicity above about 50%; inactive = the rest.

SMILES	LYP phosphatase	Spn PMK inh	KRASV12 cytotoxicity	Bfl-1 displacement	DPM-DC inhibit	HT1080 viability	HPDE-C7 viability	Alkaline phosphatase	MK inhibit	others
Cc1ccc(S(=O)(=O)N2CCN(C(=O)CC3CCCC3)CC2)cc1	x	11.0	-2.1%	-7.4%	i	-5.3%	0.7%	6.8%	7.0
CCOC(=O)C1=C(c2ccccc2)N(C)C(=O)NC1c1ccc(OC(F)F)c(OC)c1 (stereo not drawn)	x	3.0	-6.8%	-1.5%	i	4.7%	-4.1%	6.5%	0.0
COc1cccc(-c2nc(CS(=O)(=O)CC(=O)NCCC(C)C)c(C)o2)c1	1.4%	3.0	2.6%	-1.0%	i	2.6%	-7.2%	4.3%	9.0
CC1CCC/C(=C\Nc2ccc(O)cc2)C1=O (stereo not drawn)	x	8.0	5.2%	4.0%	i	3.4%	11.5%	9.1%	11.0
NC(=O)c1oc2ccccc2c1NC(=O)c1ccco1	7.4%	0.0	-3.9%	-0.1%	i	1.4%	-4.3%	4.0%	3.0
COCCCNC(=O)c1c(N)n(/N=C/c2cccnc2)c2nc3ccccc3nc12	16.7%	11.0	22.5%	-7.4%	x	2.8%	33.1%	12.4%	6.0
CC1(C)CC(=O)CC(C)(C)N1OC(=O)c1ccccn1	18.2%	19.0	-4.6%	-4.0%	i	1.5%	-11.8%	10.9%	2.0	Spn PMK inh pilot replicates=1.5;MK inhibit pilot replicates=0.0;DPM-DC inhibit pilot screen %=0.0
CCOC(=O)c1c(C)c(C(=O)Nc2ccc3c(c2)OCCO3)c(C)n1C	x	9.0	6.9%	1.3%	i	7.7%	4.8%	5.3%	4.0
CC(C)=CC(=O)OCC(=O)NC(=O)NC(C)(C)C	12.1%	0.0	-8.2%	-6.5%	i	6.5%	-12.9%	5.9%	6.0	Spn PMK inh pilot replicates=0.0;MK inhibit pilot replicates=1.5;DPM-DC inhibit pilot screen %=0.0
COc1cc(C)nc(NC(=O)COc2ccc(Cl)cc2C)n1	-0.3%	0.0	-18.5%	-4.1%	i	0.7%	-13.5%	1.1%	0.0
COc1ccccc1C1SCCN1S(C)(=O)=O (stereo not drawn)	17.0%	6.0	-9.0%	1.6%	i	17.5%	-17.7%	8.9%	0.0
CCCCNc1cc(C)nc(NCc2ccccc2)n1	x	11.0	82.9%*	3.4%	i	9.4%	84.4%*	-6.9%	10.0
Cc1cccc(-n2cnc3c(c2=O)c2nc4ccccc4nc2n3Cc2ccco2)c1	x	20.0	43.4%	2.3%	i	0.0%	28.3%	7.5%	11.0
COc1cc(CC(=O)N2CCc3ccccc32)cc(OC)c1OC	2.4%	11.0	4.8%	-1.9%	i	1.7%	-3.5%	5.5%	0.0
Cc1sc2ncnc(SC(C)C#N)c2c1C (stereo not drawn)	7.0%	0.0	0.0%	-11.1%	i	11.6%	-12.8%	6.3%	17.0
N#CCCN(C(=O)Nc1ccc(Cl)cc1)c1ccccc1	x	10.0	-17.7%	8.4%	i	-5.4%	-9.7%	16.3%	16.0	Spn PMK inh pilot replicates=0.0;MK inhibit pilot replicates=3.0;DPM-DC inhibit pilot screen %=7.0
COc1ccc(NC(=O)c2cc3n(n2)C(C(F)(F)F)CC(c2ccco2)N3)cc1 (stereo not drawn)	5.4%	13.0	-17.9%	-7.0%	i	-8.0%	-18.3%	2.2%	7.0
C=CCc1ccccc1OCC(O)CN1CCN(c2ccc(OC)cc2)CC1 (stereo not drawn)	x	6.0	9.3%	-3.9%	i	-5.7%	7.6%	10.8%	8.0
COc1ccc(S(=O)(=O)Nc2ccccc2C(F)(F)F)cc1	3.8%	0.0	-27.1%	4.1%	i	-7.3%	-11.6%	6.9%	9.0
Cc1ccc(S(=O)(=O)Nc2ccc3c(c2)nc2n3CCN(Cc3ccccc3)C2)cc1	18.7%	8.0	6.9%	0.1%	i	6.0%	10.2%	5.9%	14.0
O=C(c1ccccc1)c1ccc(OC(=O)N2CCOCC2)cc1	-0.8%	8.0	5.3%	3.3%	i	-3.5%	-2.9%	7.3%	5.0
CCCn1c2c(c(O)c(C(=O)Nc3nccs3)c1=O)CCCC2	x	11.0	-12.4%	-11.7%	i	4.1%	-11.5%	9.5%	8.0
COc1ccc2c(c1OC)C(=O)OC2C1c2c(cc3c(c2OC)OCO3)CCN1C (stereo not drawn)	7.5%&-1.7%	26.0*!	25.5%&0.3%	2.8%&7.3%	i	16.1%&2.6%	15.4%&-2.5%	14.1%&8.0%	9.0&4.0	Spn PMK inh pilot replicates=+!;MK inhibit pilot replicates=0.0&1.0;DPM-DC inhibit pilot screen %=0.0&0.5
O=C(NCCCn1ccnc1)c1cnn2c1NC(c1ccccc1)CC2C(F)(F)F (stereo not drawn)	x	1.0	8.0%	-1.7%	i	-3.6%	-14.3%	6.6%	8.0	Spn PMK inh pilot replicates=10.5;MK inhibit pilot replicates=2.5;DPM-DC inhibit pilot screen %=1.0
CC(=O)Cn1c(N2CCC(Cc3ccccc3)CC2)nc2c1c(=O)[nH]c(=O)n2C	-5.5%	10.0	0.2%	1.1%	i	-0.3%	-4.7%	4.1%	12.0

The list continues.
SMILES	LYP phosphatase	Spn PMK inh	KRASV12 cytotoxicity	Bfl-1 displacement	DPM-DC inhibit	HT1080 viability	HPDE-C7 viability	Alkaline phosphatase	MK inhibit	others
CCC(Oc1ccccc1)C(=O)Nc1ccccn1 (stereo not drawn)	x	15.0	-3.0%	-0.5%	i	0.8%	-5.1%	6.5%	3.0
CCOC(=O)c1c(C)nn(Cc2cccc(Cl)c2)c1N	11.0%	21.0	-1.8%	0.0%	i	-3.6%	2.6%	10.1%	0.0
O=C(CSc1nc2ccsc2c(=O)n1-c1ccccc1)N1CCCC1	7.0%	8.0	7.0%	-0.7%	i	4.4%	-6.4%	3.3%	7.0
CCCOC(=O)c1ccc(NC(=O)c2cnccn2)cc1	x	9.0	-3.4%	-8.1%	i	-3.4%	-2.0%	16.6%	4.0
Cc1cccc(NC(=O)CSc2nnc(-c3ccccc3Br)o2)c1C	4.1%	15.0	-7.7%	2.2%	i	4.0%	-12.7%	14.9%	1.0
CCOC(=O)CN1CC23C=CC(O2)C(C(=O)Nc2ccc(F)c(C)c2)C3C1=O (stereo not drawn)	x	18.0	6.4%	-1.3%	i	x	-3.7%	5.5%	1.0
CCOC(=O)c1c(C)oc2ccc(OCC(=O)N(CC)CC)cc12	1.1%	2.0	5.8%	-12.6%	i	-1.0%	-10.1%	6.2%	1.0	Spn PMK inh pilot replicates=2.5;MK inhibit pilot replicates=7.0;DPM-DC inhibit pilot screen %=0.0
Cc1ccc(NC(=O)c2cc(NC(=O)c3ccco3)ccc2N2CCCCC2)cc1	8.3%	1.0	19.3%	-3.3%	x	-0.7%	18.6%	2.3%	3.0
Cc1ccc(Cl)cc1NC(=O)CCn1cccc1	1.1%	6.0	-4.2%	4.6%	i	-6.5%	-18.3%	8.7%	1.0
CCCS(=O)(=O)N1CCCC(C(=O)NC2CCCC(C)C2C)C1 (stereo not drawn)	6.6%	11.0	7.2%	0.6%	i	7.0%	-3.2%	18.5%	0.0	Spn PMK inh pilot replicates=0.0;MK inhibit pilot replicates=0.0;DPM-DC inhibit pilot screen %=0.0
CCCC(=O)c1ccc(N2CCN(S(=O)(=O)c3ccccc3)CC2)c(F)c1	4.7%	2.0	-7.0%	-4.9%	i	-2.5%	1.8%	9.3%	0.0
Nc1cc(N)nc(SCCOc2ccccc2)n1	-9.6%	11.0	-14.4%	-0.1%	i	1.6%	-10.1%	8.8%	7.0
COCc1cc(C)nc(SCC(=O)Nc2ccccc2C)c1C#N	8.3%	13.0	-1.1%	3.0%	i	14.5%	-9.9%	4.6%	0.0
CCOC(=O)c1ccc(NS(=O)(=O)N2CCCCCC2)cc1	13.8%	4.0	22.9%	-4.4%	i	8.3%	10.5%	2.6%	6.0
O=S(=O)(NCc1cccnc1)c1cc(Cl)ccc1Cl	21.5%	13.0	-4.3%	3.3%	i	0.2%	-7.7%	16.1%	8.0
N#Cc1ccccc1NC(=O)COC(=O)c1ccc2c(c1)OCCO2	15.9%	5.0	-2.1%	0.7%	i	-4.3%	2.7%	7.9%	1.0
Cc1ccc(-c2cc(C(=O)N3CCN(c4ncccn4)CC3)c3ccccc3n2)cc1	x	17.0	58.8%*	-3.0%	i	-5.4%	57.3%*	11.7%	0.0
O=C(Nc1ccc2oc(-c3ccncc3)nc2c1)c1c(F)c(F)c(F)c(F)c1F	-5.8%	1.0	-6.7%	-0.7%	i	2.3%	-4.7%	7.4%	5.0
COc1ccccc1CC(=O)N(CCC#N)CCC#N	3.6%	0.0	x	-6.1%	i	-3.4%	x	1.3%	4.0
Cc1ccc(S(=O)(=O)NCc2ccc(C(=O)N3CCN(c4ccccn4)CC3)cc2)cc1	5.1%	14.0	-18.1%	-18.2%	i	-12.1%	-22.1%	-5.7%	0.0
O=C(NCc1cccc(C(F)(F)F)c1)C1CCN(c2ncccn2)CC1	5.6%	18.0	-12.7%	4.4%	i	3.1%	-9.4%	8.0%	0.0
O=C(CCS(=O)(=O)c1ccc(Cl)cc1)N1CCN(S(=O)(=O)c2cccs2)CC1	8.5%	0.0	-4.1%	-6.0%	i	-3.9%	1.8%	3.7%	8.0
COc1ccc(CCNc2c(N)n(Cc3ccccc3)c(=O)[nH]c2=O)cc1OC	-2.7%	13.0	-2.6%	15.2%	i	-0.7%	-1.5%	3.0%	0.0
CCCc1nc(SCC(=O)NCc2ccco2)c2c(=O)n(C)c(=O)n(C)c2n1	9.5%	0.0	-5.8%	-1.5%	i	-1.8%	-8.6%	6.7%	7.0
CCOC(=O)C1CCCN(Cc2cccc(Cl)c2)C1 (stereo not drawn)	x	0.0	-20.3%	-2.9%	i	-8.4%	-25.8%	1.6%	0.0
CN1CCN(C(=O)c2cccc(S(=O)(=O)N3CCCCC3)c2)CC1	12.8%	11.0	-4.7%	-0.4%	i	11.5%	-2.6%	10.7%	2.0

Molecules from the list above that contain an NH in an aromatic ring:
SMILES	LYP phosphatase	Spn PMK inh	KRASV12 cytotoxicity	Bfl-1 displacement	DPM-DC inhibit	HT1080 viability	HPDE-C7 viability	Alkaline phosphatase	MK inhibit	others
CC(=O)Cn1c(N2CCC(Cc3ccccc3)CC2)nc2c1c(=O)[nH]c(=O)n2C	-5.5%	10.0	0.2%	1.1%	i	-0.3%	-4.7%	4.1%	12.0
COc1ccc(CCNc2c(N)n(Cc3ccccc3)c(=O)[nH]c2=O)cc1OC	-2.7%	13.0	-2.6%	15.2%	i	-0.7%	-1.5%	3.0%	0.0

Arranged by number of heavy atoms (lowest first): part of the list above.
SMILES	LYP phosphatase	Spn PMK inh	KRASV12 cytotoxicity	Bfl-1 displacement	DPM-DC inhibit	HT1080 viability	HPDE-C7 viability	Alkaline phosphatase	MK inhibit	others
Cc1ccc(Cl)cc1NC(=O)CCn1cccc1	1.1%	6.0	-4.2%	4.6%	i	-6.5%	-18.3%	8.7%	1.0
CCOC(=O)c1ccc(NS(=O)(=O)N2CCCCCC2)cc1	13.8%	4.0	22.9%	-4.4%	i	8.3%	10.5%	2.6%	6.0
O=C(CCS(=O)(=O)c1ccc(Cl)cc1)N1CCN(S(=O)(=O)c2cccs2)CC1	8.5%	0.0	-4.1%	-6.0%	i	-3.9%	1.8%	3.7%	8.0
